Compound activity: PubChem BioAssay, University of Kansas High Throughput Screening Laboratory
Pf apPOL block – Pf-apPOL DNA polymerase inhibition. Recombinant Pf-apPOL, molecular beacon fluorescence, 1.5 h. inhibition, % at 10 µM. 0.25% of 210,000 active. AID 1794808
mHTT CaM bind – disrupts binding of mutant huntingtin to calmodulin. inhibition, % at 15 µM. AlphaScreen His-mHTT/GST-CaM binding, luminescence. 3.6% of 190,000 active. AID 1671202. P42858;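 note: 0% = both proteins with DMSO and 100% = one protein alone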
Target sequence (P42858 whole entry, looked up, stated change not applied): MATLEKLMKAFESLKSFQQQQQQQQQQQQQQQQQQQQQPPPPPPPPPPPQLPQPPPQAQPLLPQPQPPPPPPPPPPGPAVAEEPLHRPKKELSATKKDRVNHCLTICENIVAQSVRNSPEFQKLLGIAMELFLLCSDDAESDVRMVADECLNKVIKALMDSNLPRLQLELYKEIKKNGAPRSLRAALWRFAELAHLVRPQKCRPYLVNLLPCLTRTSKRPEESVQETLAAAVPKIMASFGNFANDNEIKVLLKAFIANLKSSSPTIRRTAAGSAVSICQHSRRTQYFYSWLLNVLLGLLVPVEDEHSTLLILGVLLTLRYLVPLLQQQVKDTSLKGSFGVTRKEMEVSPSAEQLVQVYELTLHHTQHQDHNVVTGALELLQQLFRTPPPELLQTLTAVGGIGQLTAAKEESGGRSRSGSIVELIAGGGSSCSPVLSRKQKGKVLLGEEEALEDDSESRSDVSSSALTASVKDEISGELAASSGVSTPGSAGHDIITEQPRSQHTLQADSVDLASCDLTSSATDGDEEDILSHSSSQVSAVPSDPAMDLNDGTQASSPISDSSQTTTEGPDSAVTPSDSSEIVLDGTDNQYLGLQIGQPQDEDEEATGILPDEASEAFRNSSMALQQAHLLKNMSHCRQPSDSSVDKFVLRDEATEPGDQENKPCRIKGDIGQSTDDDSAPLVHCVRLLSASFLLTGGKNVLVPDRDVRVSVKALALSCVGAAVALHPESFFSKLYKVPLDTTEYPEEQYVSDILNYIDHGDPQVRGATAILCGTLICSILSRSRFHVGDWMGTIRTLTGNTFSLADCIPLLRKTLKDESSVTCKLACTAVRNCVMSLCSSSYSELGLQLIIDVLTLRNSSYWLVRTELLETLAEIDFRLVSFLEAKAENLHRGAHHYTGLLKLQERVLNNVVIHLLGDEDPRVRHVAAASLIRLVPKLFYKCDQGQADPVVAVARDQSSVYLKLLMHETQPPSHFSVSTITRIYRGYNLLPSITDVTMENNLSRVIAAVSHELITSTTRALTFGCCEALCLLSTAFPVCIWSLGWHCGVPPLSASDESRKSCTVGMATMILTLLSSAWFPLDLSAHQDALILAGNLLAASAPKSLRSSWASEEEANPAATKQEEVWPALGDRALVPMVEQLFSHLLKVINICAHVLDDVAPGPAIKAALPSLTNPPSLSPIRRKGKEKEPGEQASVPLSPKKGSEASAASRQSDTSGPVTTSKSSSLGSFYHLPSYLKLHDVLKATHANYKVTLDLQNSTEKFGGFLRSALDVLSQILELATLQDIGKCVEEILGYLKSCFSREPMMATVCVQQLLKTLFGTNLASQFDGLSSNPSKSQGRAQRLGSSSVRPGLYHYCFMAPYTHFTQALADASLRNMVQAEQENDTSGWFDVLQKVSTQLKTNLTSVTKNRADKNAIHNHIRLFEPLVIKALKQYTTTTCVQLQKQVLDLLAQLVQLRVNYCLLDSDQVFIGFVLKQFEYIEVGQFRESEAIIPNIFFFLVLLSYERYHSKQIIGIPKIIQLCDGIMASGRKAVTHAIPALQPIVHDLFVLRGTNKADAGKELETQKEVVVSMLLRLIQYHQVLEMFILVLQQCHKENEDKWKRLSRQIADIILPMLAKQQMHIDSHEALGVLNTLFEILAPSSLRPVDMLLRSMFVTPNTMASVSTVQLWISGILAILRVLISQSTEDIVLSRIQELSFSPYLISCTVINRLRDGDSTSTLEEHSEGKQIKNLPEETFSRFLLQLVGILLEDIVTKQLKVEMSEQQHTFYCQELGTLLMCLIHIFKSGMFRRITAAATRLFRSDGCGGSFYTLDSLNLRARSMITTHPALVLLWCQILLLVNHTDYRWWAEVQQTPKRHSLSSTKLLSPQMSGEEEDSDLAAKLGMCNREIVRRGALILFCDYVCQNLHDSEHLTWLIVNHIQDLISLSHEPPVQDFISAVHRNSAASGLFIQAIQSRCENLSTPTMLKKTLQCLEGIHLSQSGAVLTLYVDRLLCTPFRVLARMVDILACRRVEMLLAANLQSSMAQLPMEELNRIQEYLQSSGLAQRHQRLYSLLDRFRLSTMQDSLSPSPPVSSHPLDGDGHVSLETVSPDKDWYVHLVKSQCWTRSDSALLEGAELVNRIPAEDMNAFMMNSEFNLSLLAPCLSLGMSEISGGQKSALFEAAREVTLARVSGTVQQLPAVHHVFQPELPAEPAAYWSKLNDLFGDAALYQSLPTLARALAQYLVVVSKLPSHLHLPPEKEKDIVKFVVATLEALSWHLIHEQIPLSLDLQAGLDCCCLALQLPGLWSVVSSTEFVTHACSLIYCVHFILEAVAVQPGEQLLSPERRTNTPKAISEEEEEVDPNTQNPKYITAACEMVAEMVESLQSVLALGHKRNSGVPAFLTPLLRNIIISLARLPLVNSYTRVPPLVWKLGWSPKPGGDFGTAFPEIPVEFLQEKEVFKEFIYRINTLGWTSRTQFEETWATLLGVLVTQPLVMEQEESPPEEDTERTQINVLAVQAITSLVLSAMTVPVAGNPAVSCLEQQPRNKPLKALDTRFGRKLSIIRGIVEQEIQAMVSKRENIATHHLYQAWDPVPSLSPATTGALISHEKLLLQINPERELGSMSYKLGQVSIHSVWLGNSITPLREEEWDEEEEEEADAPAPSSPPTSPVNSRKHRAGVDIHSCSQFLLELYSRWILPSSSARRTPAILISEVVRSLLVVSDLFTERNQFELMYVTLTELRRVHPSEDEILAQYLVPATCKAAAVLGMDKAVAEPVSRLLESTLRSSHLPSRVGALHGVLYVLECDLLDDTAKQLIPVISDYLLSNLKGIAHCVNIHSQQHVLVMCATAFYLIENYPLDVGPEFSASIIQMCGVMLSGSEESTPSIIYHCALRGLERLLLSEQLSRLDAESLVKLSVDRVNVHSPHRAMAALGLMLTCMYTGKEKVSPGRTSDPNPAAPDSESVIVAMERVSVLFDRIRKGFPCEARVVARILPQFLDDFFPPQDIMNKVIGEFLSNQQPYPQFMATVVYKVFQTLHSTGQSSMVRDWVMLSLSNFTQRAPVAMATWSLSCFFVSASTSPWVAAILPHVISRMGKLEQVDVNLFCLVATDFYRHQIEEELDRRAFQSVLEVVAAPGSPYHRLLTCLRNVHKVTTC
Starred values were filed as active, the others as inactive; x = not tested or not shown; & = joins results of further samples. Cut-off read from the data, not from the text of the source: active = inhibition above about 50%; inactive = the rest.

SMILES	Pf apPOL block	mHTT CaM bind
COc1cccc(C(=O)COc2ccc(Br)cc2)c1	-2	-98
COCCN(CCOC)S(=O)(=O)c1ccc(C(=O)Nc2nnc(-c3cccs3)o2)cc1	-1	7
Cc1noc(C)c1S(=O)(=O)N1CCC(CC(=O)NCc2cccc(F)c2)CC1	-6	2
COc1ccc(-c2noc(-c3ccc(NCc4ccc(F)cc4)nc3)n2)cc1	3	-1
Cc1ccc(NC(=O)Cn2cnc3c(oc4ccccc43)c2=O)c(Br)c1	-3	1
CCc1nc2cccnc2n1-c1ccc(C(N)=O)cc1	-2	4
CC(C)c1ccccc1OCc1nc(C(=O)N2CCN(C)CC2)cs1	0	22
CC1(C)CC(=O)C2=C(C1)OC(N)=C(C#N)C2c1cccc(F)c1 (stereo not given)	0	-2
COc1ccc(C(c2oc(CO)cc(=O)c2O)c2oc(CO)cc(=O)c2O)cc1	2	19
CC1(C)OCC2(CO1)CN(C(=O)c1ccccc1C(=O)c1ccccc1)C2	-6	0
CCCCc1nc(S(=O)(=O)c2ccc(C)cc2)c(N(C)C)o1	-4	1
COc1ccccc1CCNC(=O)Cn1ccc2ccccc21	-6	1
COc1ccccc1OCc1nc2ccccc2n1C	-1	7
COc1ccc(CNC(=O)C2CCc3sc(C(=O)N4CCOCC4)cc3C2)cc1 (stereo not given)	-3	5
CCOc1ccc(S(=O)(=O)NCC(OCC)OCC)c2cccnc12	-5	-2

Among those listed so far, 6 contain an aryl methoxy group.
SMILES	Pf apPOL block	mHTT CaM bind
COc1cccc(C(=O)COc2ccc(Br)cc2)c1	-2	-98
COc1ccc(-c2noc(-c3ccc(NCc4ccc(F)cc4)nc3)n2)cc1	3	-1
COc1ccc(C(c2oc(CO)cc(=O)c2O)c2oc(CO)cc(=O)c2O)cc1	2	19
COc1ccccc1CCNC(=O)Cn1ccc2ccccc21	-6	1
COc1ccccc1OCc1nc2ccccc2n1C	-1	7
COc1ccc(CNC(=O)C2CCc3sc(C(=O)N4CCOCC4)cc3C2)cc1 (stereo not given)	-3	5

A second format for some results above:
Second line of a record: Pf apPOL block | mHTT CaM bind
COCCN(CCOC)S(=O)(=O)c1ccc(C(=O)Nc2nnc(-c3cccs3)o2)cc1
    -1 | 7
Cc1noc(C)c1S(=O)(=O)N1CCC(CC(=O)NCc2cccc(F)c2)CC1
    -6 | 2
COc1ccc(-c2noc(-c3ccc(NCc4ccc(F)cc4)nc3)n2)cc1
    3 | -1

Further structures follow:
SMILES	Pf apPOL block	mHTT CaM bind
COc1ccc(Oc2nccnc2N2CCC(C(=O)Nc3cc(F)ccc3F)CC2)cc1	0	-8
Cc1ccc(N2N=NC3C(=O)N(c4cccc(F)c4)C(=O)C32)cc1F (stereo not given)	0	-11
Cc1c(N=Cc2cc3c(cc2[N+](=O)[O-])OCO3)c(=O)n(-c2ccccc2)n1C	3	-9
O=C(NCc1ccccc1Cl)C(=O)NCC1(c2ccccc2)CCOCC1	-2	-21
Cn1nc(-c2nc(Cc3ccccc3)no2)c2c1CCN(C(=O)c1ccccc1F)C2	-5	5
Cn1c(=O)c2c(nc3n(CCCO)c(-c4ccc(F)cc4)cn23)n(C)c1=O	-4	8
COc1ccc(N2C=C(C#N)S(=O)(=O)c3c(F)cccc32)c(OC)c1	1	-8
O=C(O)COc1ccc2cc(Br)ccc2c1Br	x	2
Cc1ccc(C(=O)Nc2ccc3c(c2)ncn3-c2ccc(C)cc2)cc1	22	26
Cc1ccc(N(C(=O)c2cccs2)C(=O)N2CCCCC2)cc1	-6	-13
Cc1ccnc(N2CCCC(C(=O)NCCCN3CCC(N4CCCCC4)CC3)C2)n1 (stereo not given)	7	1
Fc1ccc(C2C=C(c3ccc4c(c3)OCO4)Nc3ncnn32)cc1 (stereo not given)	0	17
CC1=CC(=O)C=C(C)C1=NOC(=O)c1ccccc1Br	-20	90*
CC1(C(=O)NCc2cccc(F)c2)CCCN(S(=O)(=O)c2cccs2)C1 (stereo not given)	-3	-2
COCCNC(=O)CN1C(=O)NC2(CCC(C(C)(C)C)CC2)C1=O (stereo not given)	-7	1
Cc1ccc(N=Cc2nc(-c3ccc(Br)cc3)oc2O)cc1Cl	0	-6
O[C@H]1C[C@H](c2ccccc2)N(Cc2cccs2)C[C@@H]1n1cc(C2CC2)nn1	-3	74*
Cc1[nH]nc2c1C(c1ccc(N(C)C)cc1)C(C#N)=C(N)O2 (stereo not given)	-2	3
Cn1c(=O)c2c(nc3n(Cc4ccccc4)c(-c4ccc(F)cc4)cn23)n(C)c1=O	0	8
CCCN(C)C(=O)C1CCCN(c2cn[nH]c(=O)c2)C1 (stereo not given)	1	-6
CS(=O)(=O)N1CCC(CNC(=O)CCSc2ccccc2)CC1	-6	-10
O=C(Nc1ccc(F)cc1)C1CCCN(C(=O)Cc2cccc3ccccc23)C1 (stereo not given)	-2	8
CC1CCN(C(=O)c2cn3ccnc(-c4ccc(F)cc4)c3n2)CC1	-3	-6
COc1cc(C=C2SC(=S)N(C(CCSC)C(=O)O)C2=O)cc(OC)c1OC (stereo not given)	-31	16
Cc1csc2ncnc(NNC(=O)c3ccc(Cl)cc3)c12	3	x
Cc1ccc(COc2ccc(C3CC(=O)Nc4n[nH]c(C)c43)cc2)cc1 (stereo not given)	-6	3
Cc1c(NC(=O)C2CC2)cccc1[N+](=O)[O-]	-13	0
O=C1c2ccccc2C(=O)N1CN1CCN(c2ccc(C(F)(F)F)cn2)CC1	-4	x
CCc1cccc(N2C=C(C(=O)N3CCOCC3)S(=O)(=O)c3ccc(F)cc32)c1	-1	9
O=S1(=O)c2c(cccc2N2CCSCC2)Oc2ccccc2CN1Cc1cn(Cc2cccc(F)c2)nn1	-7	1

The last four entries of the part above open the next one:
SMILES	Pf apPOL block	mHTT CaM bind
Cc1c(NC(=O)C2CC2)cccc1[N+](=O)[O-]	-13	0
O=C1c2ccccc2C(=O)N1CN1CCN(c2ccc(C(F)(F)F)cn2)CC1	-4	x
CCc1cccc(N2C=C(C(=O)N3CCOCC3)S(=O)(=O)c3ccc(F)cc32)c1	-1	9
O=S1(=O)c2c(cccc2N2CCSCC2)Oc2ccccc2CN1Cc1cn(Cc2cccc(F)c2)nn1	-7	1
CC(Cc1ccco1)NC(=O)NC12CC3CC(CC(C3)C1)C2 (stereo not given)	-1	-4
Cc1c(C)n2c(SCC(=O)N3CCc4ccccc43)nnc2[nH]c1=O	2	4
CC1(C)NC(=O)N(CC(O)COc2ccc(I)cc2)C1=O (stereo not given)	-7	1
COc1ccc(NC(=O)N2CCC3(CC2)NC(=O)c2ccccc2N3C)cc1	0	2
COc1cccc(C2=NC3(CCN(C)CC3)NC(c3cccc(OC)c3O)C2)c1 (stereo not given)	-1	25
COC(=O)c1ccc(OCC2c3cc(OC)c(OC)cc3CCN2C(=O)c2cc(OC)cc(OC)c2)cc1 (stereo not given)	-2	-3
O=C1CCCC2=C1C(c1cccc(F)c1)n1nc(SCc3ccccc3)nc1N2 (stereo not given)	-16	3
COc1ccc(NC(=O)C2CCc3sc(C(=O)N4CCOCC4)cc3C2)cc1F (stereo not given)	2	12
COCc1nnc(NC(=O)c2ccc(S(=O)(=O)N3CC(C)CC(C)C3)cc2)o1 (stereo not given)	-29	14
CC(C)NC(=O)c1ccc(OCC2CCN(C(=O)c3ccc(C#N)cc3)CC2)cc1	1	-3
Cc1ccc(N2C(=O)NC3CC2(C)Oc2ccc(Br)cc23)cc1C (stereo not given)	-2	36
CC(=O)N1CCN(Cc2cc(=O)oc3ccc4ccccc4c23)CC1	-3	-1
Cc1ccc(-n2c(=O)n(CC(C)C)c(=O)c3c2ncn3C(C)C)cc1	-7	0
COCOCCn1cc(CN2CCS(=O)(=O)N(Cc3ccc(-c4ccccc4)cc3)C(CC(C)C)C2=O)nn1 (stereo not given)	-8	61*
COc1cccc(/C=C2\CCC/C(=C\c3cccc(OC)c3OC)C2=O)c1OC	8	25
COc1nn(C)cc1C(=O)N(CC1CCCO1)c1nc2c(Cl)cccc2s1 (stereo not given)	-1	-4
COc1cc(C=C2C(=O)OC(c3ccccc3)OC2=O)ccc1OCc1cccc(C(=O)O)c1 (stereo not given)	-6	37
COc1ccc(-c2cncc(C(=O)Nc3cccc(C)c3)c2)cc1	4	-12
COc1ccc(C(=O)Nc2c(-c3ccccc3)nc3cc(C)ccn23)cc1OC	-7	34
COc1cc(C(=O)CC2OC(=O)c3ccccc32)cc(OC)c1OC (stereo not given)	-7	1
CC(=O)N1CCN(C(=O)C(=O)NCCc2csc(-c3ccc(C)cc3)n2)CC1	-9	-16
CCOc1ccccc1N1CCN(C(=O)c2ccc(Cl)c(Cl)c2)CC1	1	13
Cc1ccc(-c2nc(C)c(C(=O)N3CCC(C(C)C(=O)NC(C)C)CC3)s2)cc1 (stereo not given)	3	18
COc1cccc(C(O)CN2CCN(C3CCCCC3)CC2)c1 (stereo not given)	3	-9
Cc1ccc(S(=O)(=O)c2cc3c(=O)n4cccc(C)c4nc3n(C3CCCCC3)c2=N)cc1	-5	0
COC(=O)c1cnc2nc(C)ccc2c1Nc1ccc(F)cc1F	-5	8
CCCN(CCC)S(=O)(=O)c1ccc(C(=O)Nc2c3c(nn2C(C)(C)C)CSC3)cc1	4	-324
Nc1nonc1OCCN1CCN(c2ccc([N+](=O)[O-])cc2)CC1	0	4
O=C(NCC(=O)N1CCCc2ccccc21)c1ccoc1	0	-8
FC(F)(F)c1cc(Nc2nc(C(F)(F)F)cs2)cc(C(F)(F)F)c1	3	x
O=C(c1ccccn1)N1CCCC(c2nc(-c3ccc(F)cc3)n[nH]2)C1 (stereo not given)	6	12
CCNc1nccc(N2CCC(CC(=O)NC3CCCC3)CC2)n1	-4	6
CCc1c(C)c(C#N)c2nc3ccccc3n2c1NCCO	73*	-3
Cc1ccc(S(=O)(=O)c2nc(C)oc2NCc2ccccc2)cc1	1	-3
Cc1ccc(-c2n[nH]c(=O)c3ccccc23)cc1S(=O)(=O)N(C)C	-4	3
Cc1ccc(NC(=O)C(F)F)c(Cl)c1	-5	-9
CCN1CCC2(CC1)N=C(c1ccc(Cl)cc1)CC(c1cccc(OC)c1O)N2 (stereo not given)	-10	23
O=C1CCSc2ccc(S(=O)(=O)N3CCC(N4CCCCC4)CC3)cc2N1	-3	7
CC(=O)C1=C(C)NC(SCC(=O)c2cccc([N+](=O)[O-])c2)=C(C#N)C1c1cccc(C)c1 (stereo not given)	-11	62*
COc1cccc(C2CN(C(=O)C(C)C)CC2C(=O)N2CCN(C)CC2)c1 (stereo not given)	-4	3
Cc1nnsc1C(=O)N(Cc1ccccc1)C(C)C	-6&-4	x
CC(=O)NC(=Nc1nc(C)cc(C)n1)Nc1ccccc1C	-2	-6
COc1ccc(-c2cn3c4ccccc4nc3n2CCNC(C)(C)C)cc1	-9	12
Cc1ccccc1OCc1noc(-c2ccccc2)n1	-2	-43
O=[N+]([O-])c1ccccc1CN1CCCCCC1	-2	-6
Cn1c(=O)c2c(nc(SCc3nn[nH]n3)n2C)n(C)c1=O	-6	1
O=C(COc1ccccc1Br)NCc1ccco1	0	6
Cc1ccc(SC[C@H](C)CN2CC[C@H](C)CCC2=O)cc1	-11	-5
Brc1cccc(CN2CCOCC2)c1	-6	-4
CN(C)C(=O)c1ccc2c(c1)CCN2C(=O)C1CCCC1	1	3
CC(=O)Nc1sccc1C#N	-8&-1	x
CCN1C(=O)Cc2cc(C(=O)NCc3cccc(C)c3)ccc21	2	16
CC(=O)Nc1cccc(NS(=O)(=O)c2ccc(Cl)cc2)c1	-8	-5
COc1ccc(/C=C2\SC(=N)N(c3ccccc3OC)C2=O)cc1	-5	43
COc1ccc(Cl)cc1CN1CCN(c2ccc(N3C(=O)COCC3=O)cc2[N+](=O)[O-])CC1	-8	79*
O=C(Nc1ccccn1)C1CC(=O)N(c2ccccc2)C1 (stereo not given)	0	-15
COc1ccc(C2Nc3ccccc3C(=O)N2Cc2ccco2)cc1OC (stereo not given)	-3	-2
O=c1c2nc3ccccc3n2c(=O)n2c1nc1ccccc12	-3	4
CCc1ccc(C2=CC(c3cccc(C)c3)n3ncnc3N2)cc1 (stereo not given)	9	5
Cc1ccc(NC(=O)Cn2cc3c(n2)CCCC3)cc1Cl	-3	-1

Profiles from above. Order of screens: Pf apPOL block	mHTT CaM bind
CC1CCN(C(=O)c2cn3ccnc(-c4ccc(F)cc4)c3n2)CC1 across the screens: -3	-6
CCCN(CCC)S(=O)(=O)c1ccc(C(=O)Nc2c3c(nn2C(C)(C)C)CSC3)cc1 across the screens: 4	-324
CC1(C)CC(=O)C2=C(C1)OC(N)=C(C#N)C2c1cccc(F)c1 (stereo not given) across the screens: 0	-2
Cc1ccc(-c2nc(C)c(C(=O)N3CCC(C(C)C(=O)NC(C)C)CC3)s2)cc1 (stereo not given) across the screens: 3	18

Later entries.
SMILES	Pf apPOL block	mHTT CaM bind
C=CCn1c2ccccc2c2nnc(SCC(=O)Nc3ccc(Br)cn3)nc21	-3	0
CC1(C)COC(c2cccc([N+](=O)[O-])c2)=N1	-1	0
O=C(c1cccc(CN2C(=O)C3CCCN3C(=O)c3ccccc32)c1)N1CCOCC1 (stereo not given)	-7	2
Cc1nc([N+](=O)[O-])c2n1CC(c1ccccc1)=NN2c1ccc([N+](=O)[O-])cc1	-4	58*
O=C(c1ccc(Cl)cc1)N1N=C(C(F)(F)F)CC1(O)c1ccncc1 (stereo not given)	-2	-2
